Compound activity from PubChem BioAssay.
PL synth Enamine: blocks phospholipid synthesis in CHO cells, Enamine compounds; ZR-82 CHO cells, pyrene fatty acid UV survival, CellTiter Blue; peroxisome-deficient CHO-K1 mutant line; plus DGAT-1, DGAT-2 and ACAT inhibitors; hit rate 0.4% among 20,000; calls only at 10 µM; AID 1347385;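 active = cell survival signal 2 SD away from solvent-only control wells, confirmed on one or two retests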;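 also: 3 h compound exposure then viability read about one day after UV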
Calls only; i = inactive; + = active, no number. This is a subset (hit frequency here may not be typical).

SMILES | PL synth Enamine
Fc1ccc(-c2noc(CSc3nnnn3C3CCCC3)n2)cc1 | i
O=[N+]([O-])c1cccc(/C=N/NC2=Nc3cccc4cccc2c34)c1 | i
Cc1cc(-n2c(C)cc(C(=O)Cn3cc(S(=O)(=O)N4CCCC4)ccc3=O)c2C)no1 | i
COc1cc(S(=O)(=O)C(F)(F)F)cc(S(=O)(=O)C(F)(F)F)c1 | i
CN=c1scc(-c2ccc(Cl)cc2)n1/N=C/c1ccc([N+](=O)[O-])o1 | i
O=C(Cn1cnc2sccc2c1=O)N1CCC2CCCCC2C1 (stereo not drawn) | i
O=S(=O)(Nc1ccccc1I)c1ccccc1 | i
NC(=S)NN=C1C2CC3CC(C2)CC1C3 | i
Oc1[nH]c2ccccc2c1N=Nc1nnc2c(n1)[nH]c1ccccc12 | i
O=C(OCC(=O)c1ccc(Cl)s1)c1ccco1 | i
Cc1nn(Cc2cc([N+](=O)[O-])cc3c2OCOC3)c(C)c1[N+](=O)[O-] | i
NC(=O)N/N=C/c1ccc(N2CCOCC2)s1 | i
O=C(Cc1n[nH]c(=O)c2ccccc12)OCc1cc(=O)oc2cc3c(cc12)CCC3 | i
Cc1cc(-c2nnc(CSc3nc4ccc(Cl)cc4[nH]3)o2)c(C)o1 | i
Oc1ccc(-c2nnc(-c3ccccc3)c(-c3ccccc3)n2)cc1 | i
O=C(O)CN(CC(=O)O)C1CCS(=O)(=O)C1 (stereo not drawn) | i
Cn1c(N)c(C(=O)COC(=O)c2ccc(Br)o2)c(=O)n(C)c1=O | i
O=C(Nc1ccc(Cl)cc1)Nc1ccc(-n2cnnn2)cc1 | i
CN(C)/N=C/C=C1\CC/C(=C\c2ccc(F)c(F)c2)C1=O | i
CC(=O)Nc1nc(-c2cc(Cl)sc2Cl)cs1 | i
Nc1ccc2c(c1)OCCOCCOCCOCCOCCO2 | i
Brc1cccc(-c2nc(-c3ccccc3)c3ccccn23)c1 | i
c1ccc2c(c1)oc1c(SCC3CCCCO3)ncnc12 (stereo not drawn) | i
O=[N+]([O-])c1cc(Cl)cc2c1OC1(N3CCOCC3)CCCCC1=C2 (stereo not drawn) | i
CCn1c(SCC(C)C)nc2cc(S(N)(=O)=O)ccc21 | i
O=C(C=Cc1nc2ccccc2s1)NNC(=O)C12CC3CC(CC(C3)C1)C2 | i
O=C(NN(C(=O)C12CC3CC(CC(C3)C1)C2)C1CCS(=O)(=O)C1)C12CC3CC(CC(C3)C1)C2 (stereo not drawn) | i
O=C(OCc1cc(=O)oc2cc3c(cc12)CCC3)c1cc(Br)c(Br)s1 | i
Clc1c(-c2nc3c4c5c(sc4ncn3n2)CCCC5)sc2ccccc12 | i
Cc1nnc(NC(=O)C23CC4CC(CC(C4)C2)C3)s1 | i
CC1CN(c2ncnc3sc4c(c23)CCC4)CC(C)O1 (stereo not drawn) | i
Clc1ccc2nc(CSc3ncn[nH]3)cn2c1 | i
O=C(O)CCC12CC3CC(CC(Br)(C3)C1)C2 | i
Cn1c(SCC(=O)NC2CCCCC2)nc2sc3c(c2c1=O)CCCC3 | i
O=C(O)CCn1c(O)c(C2=c3ccccc3=NC2=O)sc1=S | i
Oc1nc(-c2ccc(Br)cc2)n2ccncc12 | i
Cc1cc(C[n+]2ccsc2N)c2ncccc2c1 | i
O=C(NCc1ccco1)C1=CC=CN2CCS(=O)(=O)N=C12 | i
CC(C)(C)NC(=O)COC(=O)C1=COCCO1 | i
O=S(=O)(c1ccc(F)cc1)N1CCSC1c1ccccc1 (stereo not drawn) | i
O=C(c1cccs1)N1N=C(c2ccco2)CC1c1ccc(Cl)o1 (stereo not drawn) | i
Cc1cccc(-c2nnc(C(C)Sc3nnc(C4CC4)n3C3CC3)o2)c1 (stereo not drawn) | i
O=[N+]([O-])c1ccccc1N=Nc1ccc(N=P(c2ccccc2)(c2ccccc2)c2ccccc2)cc1 | i
CC(C)(C)P(=Nc1ccc(S(N)(=O)=O)cc1)(Oc1ccc(Br)cc1Br)c1ccncc1 (stereo not drawn) | i
O=C(CSc1nnc2n1CCCCC2)c1ccc(Cl)s1 | i
O=C1OC(c2ccc3c(c2)OCO3)=N/C1=C\c1ccc(C(=O)O)cc1 | i
CCN(C(=O)CSc1nnc(NC2CC2)s1)C1CCS(=O)(=O)C1 (stereo not drawn) | i
O=S(=O)(c1ccc(S(=O)(=O)N2CCc3ccccc32)cc1)N1CCOCC1 | i
OC1CSc2nc3ccccc3n2C1 (stereo not drawn) | i
CC(C)Nc1nccs1 | i
Cc1ccc(C2=CSC3=NS(=O)(=O)CCN23)s1 | i
Cc1nnc(SCc2cc(=O)n3ccsc3n2)n1C1CCCCC1 | i
CC1N(C)c2cc3c(cc2C1(C)C)P(=S)(N1CCOCC1)OC(c1ccc(F)cc1)=N3 (stereo not drawn) | i
O=S1(=O)c2cccc3cccc(c23)N1Cc1cc(Cl)c2c(c1)OCCO2 | i
CN(C)P(=NC(=S)N1CCCC1)(N(C)C)C12CC3CC(CC(C3)C1)C2 | i
c1ccc(C2=NNC(c3ccccc3)C2)cc1 (stereo not drawn) | i
CCCc1nnc2n1N=C(c1ccc(-c3cc(Cl)ccc3Cl)o1)CS2 | i
CS(=O)(=O)c1ccc2nc(NC(=O)CCc3nc4ccccc4c(=O)[nH]3)sc2c1 | i
O=S(=O)(c1ccc(Br)cc1Cl)N1CCNCC1 | i
CC(C)CCC1(C)NC(=O)N(CC(=O)N2CCCC2)C1=O (stereo not drawn) | i

(list continues)
SMILES | PL synth Enamine
COc1ccc(Cc2nnc3n2N=C(c2ccc(-c4ccccc4)cc2)CS3)cc1OC | i
CC1CCc2c(nc3sc4c(c3c2N)CCCC4)C1 (stereo not drawn) | i
Cn1/c(=N/NC(=O)Cc2coc3cc4c(cc23)CCC4)sc2ccccc21 | i
O=S(=O)(c1ccc(Cl)c(N=C2NN=C(c3cc4ccccc4o3)CS2)c1)N1CCOCC1 | i
C=CCN(CC=C)CC(=O)Nc1sc2c(c1C(N)=O)CCCC2 | i
CCNC(=S)n1ncc(C(=O)OCC)c1N | i
CC1CCC2(CC1)NC(=O)N(CN1CCc3sccc3C1c1cccs1)C2=O (stereo not drawn) | i
CC(C)Cn1c(N)c(C(=O)CSc2nnc(C3CC3)n2C2CC2)c(=O)n(C)c1=O | i
C(=N\n1c(-c2ccc(-c3ccccc3)cc2)csc1=NCCc1ccccc1)/c1ccccn1 | i
Fc1ccc2c(c1)/C(=N\Nc1nc3ccccc3s1)CCS2 | +
COc1cc(S(=O)(=O)N2CCCCC2)c(OC)cc1Br | i
CSc1ccc(/C=N/n2c(-c3ccc(OC(F)F)cc3)csc2=Nc2ccc(F)cc2F)cc1 | i
CC1(N=Cc2ccncc2)CCS(=O)(=O)C1 (stereo not drawn) | i
O=C1CCCN1C(=O)CSc1nnc(-c2ccco2)o1 | i
NC(=O)c1ccsc1NC(=O)CSc1ncnc2sccc12 | i
c1ccc(-c2nc(N3CCc4ccccc4C3)c3ccccc3n2)cc1 | i
c1ccn2c(CNC3CC4CC3C3CCCC43)nnc2c1 (stereo not drawn) | i
COc1cc(Nc2ccc(S(=O)(=O)C(F)(F)F)cc2[N+](=O)[O-])cc(OC)c1 | i
C=CCn1c(COc2ccccc2F)n[nH]c1=S | i
Cc1sc2[nH]c(=S)n(C(C)C)c(=O)c2c1C | i
NC(=O)CSc1nnc(-c2c[nH]c3ccccc23)n1CC1CCCO1 (stereo not drawn) | i
O=[N+]([O-])c1cc2c(c(COn3nnc4ccc(Cl)cc43)c1)OCOC2 | i
FC(C(F)(F)F)C(F)(F)Oc1ccc(-c2nc(-c3ccccc3)c(-c3ccccc3)[nH]2)cc1 (stereo not drawn) | i
Nc1c(S(=O)(=O)c2cc(Cl)ccc2Cl)c2nc3ccccc3nc2n1CCN1CCOCC1 | i
CN(C1CCCCC1)S(=O)(=O)c1cc(Br)ccc1Br | i
CCCCN(C(=O)CC(C)C)c1c(N)n(CCC)c(=O)[nH]c1=O | i
CCc1cc2c(SCC(=O)N3CCNC3=O)ncnc2s1 | i
Nc1cc([N+](=O)[O-])ccc1NS(=O)(=O)c1ccc(Cl)cc1 | i
Cc1sc2nc(C(C)OC(=O)CC34CC5CC(CC(Br)(C5)C3)C4)[nH]c(=O)c2c1C (stereo not drawn) | i
CCOC(=O)C1(O)CSc2nc3sc4c(c3c(=O)n21)CCCC4 (stereo not drawn) | i
O=C(Cn1cnc2sc3c(c2c1=O)CCC3)NCC1CCCCC1 | i
O=C1CCC(C(=O)OCN2C(=O)c3ccccc3C2=O)=NN1 | i
Clc1ccc(C=NCc2ccc3c(c2)OCO3)cc1 | i
CC(C)NC(N)=O | i
Cc1cc(C)c(-c2csc(=NC(C)C)n2/N=C/c2ccc3c(c2)OCCO3)cc1C | i
c1nc(NC2CCCCC2)c2c3c(sc2n1)CCCCC3 | i
Cc1ccc(S(=O)O)cc1[N+](=O)[O-] | i
O=[N+]([O-])c1ccc(S(=O)(=O)Nc2cc(Cl)cc(Cl)c2)cc1 | i
CNc1snc(C)c1C(=O)O | i
O=C(O)Cc1coc2cc3c(cc12)CCC3 | i
Cc1cc(C)n(C(=O)CCCCCC(=O)n2nc(C)cc2C)n1 | i
O=[N+]([O-])c1cc(NS(=O)(=O)c2ccc3c(c2)OCCCO3)ccc1F | i
Cc1cc(C)n2nc(SCc3nnc(C)o3)nc2n1 | i
O=C(Cc1cccs1)Nc1nccs1 | i
S=C(c1ccc(-c2ccc(Cl)c(Cl)c2)o1)N1CCOCC1 | i

Next part, overlapping the part above by three compounds.
SMILES | PL synth Enamine
Cc1cc(C)n2nc(SCc3nnc(C)o3)nc2n1 | i
O=C(Cc1cccs1)Nc1nccs1 | i
S=C(c1ccc(-c2ccc(Cl)c(Cl)c2)o1)N1CCOCC1 | i
CC(=O)CCN1C(=O)NC2(CCCCC2C)C1=O (stereo not drawn) | i
O=C(C[n+]1cc(-c2ccccc2)n2c1CCC2)c1ccccc1 | i
CCN(CC)c1ccc2c(c1)OC(=O)N(c1ccc(Cl)c(Cl)c1)P2(=Nc1ccccc1Cl)N(CC)CC (stereo not drawn) | i
O=C(NC1C2CC3CC(C2)CC1C3)C1CCCCC1 (stereo not drawn) | i
COC(=O)c1ccc(COc2ccc(/C=C3\N=C(c4ccc(OC)cc4)OC3=O)cc2OC)cc1 | i
CC(Sc1nc2ccccc2o1)C(=O)c1c[nH]c2ccccc12 (stereo not drawn) | i
CC(NC(=S)Nc1ccc(SC(F)F)cc1)C(C)(C)C (stereo not drawn) | i
O=C1C(=O)N(C2CCCC2)C(=O)N1CN1CCCC1c1nc2ccccc2s1 (stereo not drawn) | i
O=S(=O)(NC1Cc2ccccc2C1N1CCCCCCC1)c1ccccc1 (stereo not drawn) | i
Cc1cc(C(=O)CSc2nnc3n2CCCCC3)c(C)s1 | i
CCCc1cc(=O)[nH]c(SCCSC)n1 | i
COc1ccc(/C=N/n2cnnc2SC)cc1OC | i
O=C1Nc2c(Cl)cc(Cl)cc2C1=O | i
Nc1[nH]n(-c2ccccc2)c(=O)c1N=Nc1cc([N+](=O)[O-])ccc1Br | i
C=CCSc1nc2sc(C(=O)O)c(C)c2c(=O)[nH]1 | i
S=c1[nH]nc(-c2ccc(Cl)cc2)o1 | i
S=c1[nH]nc(-c2ccncc2)o1 | i
c1ccc([P+](Cc2cccc3cccc(C[P+](c4ccccc4)(c4ccccc4)c4ccccc4)c23)(c2ccccc2)c2ccccc2)cc1 | i
COc1cc(/C=C2\N=C(c3ccc(C(F)(F)F)cc3)OC2=O)ccc1OC(F)F | i
CCOC(=O)c1c(C)[nH]c(C(=O)C(C)OC(=O)C2C(C(=O)OC)=C(C)NC(C)=C2C(=O)OC)c1C (stereo not drawn) | i
COc1ccc(OC)c(C2CCCN2S(=O)(=O)c2c(C)noc2C)c1 (stereo not drawn) | i
Cc1nnc(SC(C)C(=O)C23CC4CC(CC(C4)C2)C3)n1C (stereo not drawn) | i
CN1\C(=C/C=N/N=c2/sc3ccccc3n2C)C(C)(C)c2ccccc21 | i
O=C1NC2(CCCCCC2)C(=O)N1CN1CCN(c2ncccn2)CC1 | i
O=C1C(=O)N(CN2CCN(c3cnn(-c4ccccc4)c(=O)c3Cl)CC2)c2ccccc21 | i
Clc1c(-c2nnc(SC/C=C/c3ccccc3)o2)sc2ccccc12 | i
CN(C)S(=O)(=O)c1cc(S(=O)(=O)c2ccc(Cl)c(S(=O)(=O)N(C)C)c2)ccc1Cl | i
Clc1ccc(C2=Nn3cc(-c4ccccc4)nc3SC2)cc1 | i
Oc1c(I)cc2oc3c(c2c1C=NCc1ccncc1)CCCC3 | i
Fc1ccc(OCCSc2nnc3c(Cl)cc(Cl)cn23)cc1 | i
Nc1ccccc1S(=O)(=O)C(F)F | i
O=C(CSc1nnc(-c2cccs2)n1C1CC1)NN1C(=O)NC2(CCCCC2)C1=O | i
Cc1sc2nc(-c3cccs3)nc(N3CCOCC3)c2c1C | i
CCCCCn1nc(C)c(/C=N/Nc2nc(N)ncc2[N+](=O)[O-])c1C | i

In the list so far, these contain a furan ring, fused or not:
SMILES | PL synth Enamine
CN=c1scc(-c2ccc(Cl)cc2)n1/N=C/c1ccc([N+](=O)[O-])o1 | i
O=C(OCC(=O)c1ccc(Cl)s1)c1ccco1 | i
Cc1cc(-c2nnc(CSc3nc4ccc(Cl)cc4[nH]3)o2)c(C)o1 | i
Cn1c(N)c(C(=O)COC(=O)c2ccc(Br)o2)c(=O)n(C)c1=O | i
c1ccc2c(c1)oc1c(SCC3CCCCO3)ncnc12 (stereo not drawn) | i
O=C(NCc1ccco1)C1=CC=CN2CCS(=O)(=O)N=C12 | i
O=C(c1cccs1)N1N=C(c2ccco2)CC1c1ccc(Cl)o1 (stereo not drawn) | i
CCCc1nnc2n1N=C(c1ccc(-c3cc(Cl)ccc3Cl)o1)CS2 | i
Cn1/c(=N/NC(=O)Cc2coc3cc4c(cc23)CCC4)sc2ccccc21 | i
O=S(=O)(c1ccc(Cl)c(N=C2NN=C(c3cc4ccccc4o3)CS2)c1)N1CCOCC1 | i
O=C1CCCN1C(=O)CSc1nnc(-c2ccco2)o1 | i
O=C(O)Cc1coc2cc3c(cc12)CCC3 | i
S=C(c1ccc(-c2ccc(Cl)c(Cl)c2)o1)N1CCOCC1 | i
Oc1c(I)cc2oc3c(c2c1C=NCc1ccncc1)CCCC3 | i
